Screening data deposited in PubChem by National Center for Advancing Translational Sciences (NCATS).
TrxR1 substrate: is turned over as a substrate by rat TrxR1; purified TrxR1 substrate turnover, NADPH consumption readout; Potency, µM (top dose mostly 114 µM), for the others: at the top dose activity change, negative = substrate turnover; O89049; 390,000 tested, 0.01% active; further: potency means the concentration at half of the fitted maximal effect; on the % scale 0 is the no-effect control and ±100 the full control effect; nearly all actives have a fitted effect of over 50% in size
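Rat TrxR1, dispensed at 90 nM, was prereduced with 400 uM NADPH (final) for 5 min at ~22 deg C, then incubated with compound 15 min before 400 uM selenite. A first-read NADPH fluorescence drop versus no-compound background flagged substrates.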
PI4K2A block: blocks human PI4K2A kinase activity; activity change, negative = inhibition, % at 76.9 µM; Q9BTU6; 420,000 tested, 0.13% active; purified PI4K2A, ADP-Glo luminescence, 1 h; hits give low values; in the data active means activity change below about -50%; inconclusive means mostly about -30% to -49%;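 further: -100% = wells without enzyme as full effect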
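Compounds are screened against recombinant PI4K2A using PI as substrate and ATP, the latter dispensed at 300 microM. Reactions run one hour at ambient temperature before ADP-Glo detection; full inhibition defined by wells lacking enzyme.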
Glioma ERSR ind: inducers of ER stress response in human glioma cells | 420,000 tested, 0.02% active | AID 602332 | Potency, µM, for inactives: top-dose activation, most hits filed as activators | U87-MG GRP78 promoter luciferase reporter, 16 h; further: potency means the concentration at half of the fitted maximal effect; series mostly up to about 76 µM; % of control where 0% means no effect; nearly all actives have a fitted effect of over 35% in size
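Stably transfected U87-MG glioma cells carrying a GRP78-based luciferase sensor; 16 h compound incubation. Luminescence end-point read 10 min after Bright-Glo addition at room temperature.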
Vif-A3F inh: inhibitors of Vif-A3F interaction; HeLa A3F-eYFP + Vif (tagged APOBEC3F with the HIV-1 protein that degrades it), YFP fluorescence increase; Potency, µM (top dose mostly 46.1 µM), for inactives: top-dose activity, negative = active; 390,000 tested, 0.2% active; further: potency means the concentration at half of the fitted maximal effect; % of control where 0% means no effect; nearly all actives have a fitted effect of over 65% in size
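HeLa cells stably expressing Vif plus C-terminally eYFP-tagged A3F were seeded, incubated overnight at 37 deg C, dosed with compound, incubated overnight again at 37 deg C. Yellow fluorescence (Ex 488/Em 500-530) reported blocked Vif-mediated A3F-eYFP degradation.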
LDHA inh: inhibitors of human lactate dehydrogenase A. purified LDHA, NADH/diaphorase-resazurin fluorescence; hits give low values. activity change, % (values are at about 110 or 230 µM). 480,000 tested, 0.15% active; in the data active means activity change below about -30%; inconclusive means mostly about -25% to -30%;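 further: plate controls were DMSO wells for no effect and wells without enzyme for full effect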
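Enzyme activity of human lactate dehydrogenase 5 (2 nM; 0.06 mM NADH, 0.2 mM pyruvate, 5 min, RT) is measured via a resazurin/diaphorase fluorescence readout of residual NADH.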
Vif-APOBEC3G blk: inhibitors of Vif-APOBEC3G interaction. Q9HC16. HeLa A3G-eYFP + Vif (tagged APOBEC3G with the HIV-1 protein that degrades it), YFP fluorescence, overnight. Potency, µM (highest dose often 46.1 µM), without a hit: top-dose activity, negative = active, actives largely listed as inhibitors. 410,000 tested, 0.076% active;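 further: potency means the concentration at half of the fitted maximal effect; on the % scale 0 is the no-effect control and ±100 the full control effect; nearly all actives have a fitted effect of over 60% in size; hits raise eYFP signal because A3G escapes Vif-driven loss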
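HeLa cells stably expressing Vif and C-terminally eYFP-tagged A3G, seeded overnight at 37 deg C, then exposed to compound by pintool overnight at 37 deg C. Rise in yellow fluorescence (Ex 488/Em 500-530, Acumen) marks blocked Vif-driven A3G degradation.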
USP1 inh: blocks the human USP1/UAF1 deubiquitinase complex. recombinant USP1/UAF1, Ub-Rhodamine cleavage fluorescence. O94782. 390,000 tested, 0.23% active. Potency, µM (series often up to 57.1 µM), without a hit: at the highest dose activity change, negative = inhibition, usual class: inhibitors; further: potency means the concentration at half of the fitted maximal effect; on the % scale 0 is the no-effect control and ±100 the full control effect; nearly all actives have a fitted effect of over 60% in size; inactives centre near -12
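USP1/UAF1 complex at 1 nM was preincubated with compound for 15 min at room temperature, then Ub-Rho substrate (150nM final) was added. Fluorescence (480/540 nm) was read kinetically, 6 reads every 60 seconds.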
IDH1 R132H inh: human IDH1 R132H inhibition | O75874 | IDH1-R132H enzyme, NADPH consumption, diaphorase/resazurin fluorescence | Potency, µM (titrated, usually from 76.6 µM), for the others: top-dose activity change, negative = inhibition, hits mostly inhibitors | 390,000 tested, 0.093% active | AID 602179; further: potency means the concentration at half of the fitted maximal effect; on the % scale 0 is the no-effect control and ±100 the full control effect; nearly all actives have a fitted effect of over 65% in size
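IDH1-R132H (0.5 ug/mL) preincubated 30 min with compound, then NADPH (0.016 mM) and alpha-KG (2 mM) added; 80 min at RT, pH 7.5. Remaining NADPH coupled via diaphorase/resazurin to fluorescence (540/590 nm); concentration-response curves normalized to no-enzyme control.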
RXFP1 agonist: agonists of human relaxin receptor RXFP1 | Potency, µM (series often up to 57.5 µM), inactives show top-dose activation, most hits filed as activators | HEK293T-RXFP1 cAMP TR-FRET, 30 min; response scale: percent of porcine relaxin response, buffer zero | 370,000 tested, 0.3% active | Q9HBX9; further: potency means the concentration at half of the fitted maximal effect; on the % scale 0 is the no-effect control and ±100 the full control effect; nearly all actives have a fitted effect of over 60% in size; many of its hits are not listed in these tables
Target sequence (Q9HBX9 whole entry, looked up): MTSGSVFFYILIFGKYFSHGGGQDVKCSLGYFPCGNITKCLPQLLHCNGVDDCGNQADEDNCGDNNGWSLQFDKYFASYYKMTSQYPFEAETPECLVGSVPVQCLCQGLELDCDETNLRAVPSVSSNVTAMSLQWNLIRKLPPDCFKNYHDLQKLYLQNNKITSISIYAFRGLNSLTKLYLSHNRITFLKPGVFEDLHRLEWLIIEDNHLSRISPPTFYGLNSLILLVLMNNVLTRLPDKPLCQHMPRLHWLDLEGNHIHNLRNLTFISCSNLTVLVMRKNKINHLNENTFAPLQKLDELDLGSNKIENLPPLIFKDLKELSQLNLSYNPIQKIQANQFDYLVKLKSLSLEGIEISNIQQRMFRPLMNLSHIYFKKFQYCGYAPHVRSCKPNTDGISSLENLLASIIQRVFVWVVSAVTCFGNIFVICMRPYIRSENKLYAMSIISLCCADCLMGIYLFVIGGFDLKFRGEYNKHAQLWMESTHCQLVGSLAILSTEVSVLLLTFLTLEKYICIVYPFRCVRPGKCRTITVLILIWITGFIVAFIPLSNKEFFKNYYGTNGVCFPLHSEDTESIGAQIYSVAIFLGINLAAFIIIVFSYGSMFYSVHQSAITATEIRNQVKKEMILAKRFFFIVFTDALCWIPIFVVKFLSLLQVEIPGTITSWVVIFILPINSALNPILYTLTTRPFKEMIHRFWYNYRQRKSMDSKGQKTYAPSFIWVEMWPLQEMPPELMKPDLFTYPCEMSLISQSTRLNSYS
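HEK293T cells stably expressing RXFP1 were pretreated with the PDE4 inhibitor Ro 20174, exposed to compounds for 30 min at 37C, lysed, and cAMP was read by TR-FRET. Data normalized to buffer (basal) and 29 nM porcine relaxin (100%).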
Numbers without * were called inactive; ? = inconclusive; nt = not tested or not shown; & = joins results of further samples; [ ] = remark or other dose. Unless noted, the call rests on the fitted dose curve; in most records, active means well fitted curve in the direction sought with a large enough effect; inconclusive means small, poorly fitted or top-dose-only effect, or another doubt; inactive means no such curve, though single readings can be large; an effect the other way counts as inactive or inconclusive.

SMILES	TrxR1 substrate	PI4K2A block	Glioma ERSR ind	Vif-A3F inh	LDHA inh	Vif-APOBEC3G blk	USP1 inh	IDH1 R132H inh	RXFP1 agonist
O=C(COC(=O)CCC(=O)c1cccs1)NCc1ccco1	1%	-12	1%	2%	-6	1%	2%	9%	1.9%
CCC(C)[C@H](N)c1nnc(SCc2ccc(Cl)c(Cl)c2)o1 (some centres undefined)	2%	-14	-2%	-2%	11	-7%	-24%	2%	4.3%
O=C(Nc1ccccc1C(=O)O)c1cccc(C(=O)Nc2ccccc2C(=O)O)c1	-11%	-14	-4%	-1%	-15	-1%	?	23%	-0.2%
CN(CCc1ccccn1)C(=O)CCC1CCCN(Cc2ccccc2OC(F)F)C1 (centres undefined)	1%	-4	-2%	19%	-2	0%	-22%	4%	0.1%
Clc1ccc(OCCOCCNCc2ccccc2)cc1Cl	-1%	-4	-3%	-13%	-6	-5%	-3%	-2%	-1.4%
O=C1OCC(CO)(CO)N=C1NNc1ccccc1Cl	-9%	-2	-1%	1%	3	-7%	-21%	0%	0.4%
CC(=O)Oc1ccc(Cn2c(C)c(C(=O)NCCC#N)sc2=O)cc1	nt	1	-2%	nt	-2	0%	nt	nt	nt
COc1ccc([C@@H]2CC=C(C(=O)O)[C@H](c3cccc(Cl)c3)N2S(=O)(=O)c2ccc(Cl)cc2)cc1	-4%	-4	-5%	1%	-3	-25%	-28%	-8%	0.5%
CC(=O)c1sc(N2CCOCC2)nc1-c1ccccc1	-5%[57.1 µM]	-5	-5%	2%	1	3%	-3%	11%	20%
S=c1[nH]c2ccc3ccccc3c2[nH]1	-5%	-1	-3%	-10%	-8	-7%	-5%	-10%	1.6%
O=C(Nc1ccc([N+](=O)[O-])cc1)OCCc1ccccn1	1%	-1	3%	0%	-2	2%	-17%	15%	0.6%
COc1ccc2c(c1)N(C)/C(=C1/SC(=S)N(NC(C)=O)C1=O)S2	-4%	2	10%	-10%	-3	1%	-12%	7%	17%
Cc1cc(N2CCN(C)CC2)nc2ccc(NC(=S)N3CCN(c4ccc(F)cc4)CC3)cc12	10%	1	-18%	-6%	-2	-1%	-8%	0%	0.8%
CCOC(=O)N1CCC(NCCNC(=O)c2ccc(Cl)cc2)CC1	3%	0	0%	nt	?	-1%	4%	5%	1.7%
COc1cccc(CC(=O)OCC(=O)NC2(C#N)CCCCC2)c1	-9%	-6	-2%	5%	-6	-2%	-18%	2%	-1.8%
COc1cccc(-c2nc3ccccc3s2)c1	4%[57.1 µM]	-22	-6%	1%	-1	1%	-16%	2%	-1.3%
Cc1cc(O)cc(C)c1Cl	3%	-2&-3	-3%&-2%&0%	-1%	-6	-1%	-22%	-2%	nt
COc1ccc(C2=CC(c3cccc(C)c3)n3nnnc3N2)cc1 (centres undefined)	-1%	-1	-4%	-2%	0	?	-19%	-14%	0.0%
Cc1ccc(N2C(=O)C3NN=C(C(=O)OCc4ccccc4)C3C2=O)c(C)c1 (centres undefined)	-5%[57.1 µM]	0	-3%	2%	-6	2%	-9%	3%	-0.3%
COc1ccc(N2CCN(CCCNC(=O)c3cc4sccc4n3C)CC2)cc1	-3%	-6	-2%	2%	-5	1%	-7%	-2%	0.7%
O=C(CSc1nnc(SCc2ccccc2)s1)N/N=C/c1c[nH]c2ccccc12	4%[57.1 µM]	1	-1%	4%	-11	-2%	-24%	12%	-0.8%
COc1cc(C2CC(=O)Oc3c2c(=O)n(C)c2ccccc32)cc(OC)c1OC (centres undefined)	0%	-2	1%	-2%	-3	-2%	-22%	-6%	-1.2%
CSc1ccccc1Sc1cc(C(=O)O)c2ccccc2n1	-3%	-4	-1%	5%	-9	-6%	-20%	-1%	12%
Cc1cccc(C)c1-n1nnnc1C(c1ccccc1OC(F)(F)F)N1CCN(C/C=C/c2ccccc2)CC1 (centres undefined)	nt	0	-5%	nt	-3	-3%	nt	nt	nt
CC(C)(C)C(=O)/C=c1\[nH]c(=O)/c(=C\c2ccc(F)cc2)s1	4%[57.1 µM]	12	-2%	-16%	-1	-19%	?	5%	-1.7%
COc1ccc(NC(=O)CCn2cccc2)cc1	7%	-12	2%	-13%	-2	-10%	0%	-2%	1.4%
Cc1cc(-c2ccc(C)c(S(=O)(=O)Nc3ccccn3)c2)on1	0%[57.1 µM]	-4	-3%	0%	-12	-5%	?	-17%	1.0%
Cc1n[nH]c(=O)c2c(NC(=O)COC(=O)c3ncc(Cl)c(Cl)c3Cl)oc(C)c12	6%	-3	-5%	-13%	8	-7%	-18%	5%	0.5%
Cc1cc2c(cc1C)NC1(C(=O)Nc3ccccc31)C1=C(CC(C)(C)CC1=O)N2 (centres undefined)	2%[57.1 µM]	-1	-1%	1%	-2	2%	0%	9%	-1.3%
CCn1cc(C(=O)NCCO)c(=O)c2cc(F)c(N3CCN(C)CC3)cc21	47%[activator]	-4	-5%	1%	12	5%	-12%	-4%	1.9%
CCOC(=O)C1CCN(C(=O)c2ccc3c(c2)C(=O)N(c2ccccc2C)C3=O)CC1	1%	-1	0%	-2%	0	2%	?	1%	1.8%
CCOc1ccc(NC(=S)Nc2cc(OC)c(Cl)cc2OC)cc1	-14%	-1	-4%	-7%	4	-3%	-23%	5%	-1.4%
CSc1nnc(-c2sc3cc(Cl)ccc3c2Cl)n1C	3%	4	3%	-8%	-7	-7%	-1%	4%	1.1%
Cc1nc(SCC(=O)O)c(C#N)c(C)c1CC(=O)c1ccccc1	-3%[57.1 µM]	-1	-5%	0%	-10	1%	-19%	-5%	-3.5%
Cc1onc(-c2ccccc2)c1C(=O)NCc1ccccn1	4%	3	-1%	-2%	0	3%	-15%	6%	1.3%
Cc1cccc(NC2SC(=O)N(c3ccccc3)C2=O)c1 (centres undefined)	11%	2	2%	-10%	-9	1%	-13%	-8%	2.9%
O=C(Nc1ccc2snnc2c1)N1CCOCC1	12%[57.1 µM]	8	-2%	-8%	-3	0%	-12%	5%	-0.3%
COc1ccc(C2CC(c3ccccc3OC(C)=O)=NN2C(=O)/C=C/c2ccccc2)cc1 (centres undefined)	-9%	2	-3%	-3%	3	-1%	-23%	-2%	4.6%
Cc1ccc(-c2nn3c(C)nnc3s2)cc1NC(=O)c1ccc(-c2ccc(Cl)cc2Cl)o1	112%[activator]	5	5%	-9%	-14	?	?	1%	5.4%
O=c1c2cn[nH]c2nc(SCc2ccccc2F)n1-c1ccc(Br)cc1	7%[57.1 µM]	-23	-5%	-4%	-7	-13%	-23%	-3%	-0.2%
CC(=O)c1c(C)nn(C(=O)N2CCOCC2)c1C	0%	1	-3%	-7%	-2	-3%	-7%	1%	1.7%
O=C(CN1CCCC1)OCCCC1CCCCC1	3%	1	-6%	8%	-11	0%	-26%	8%	-3.1%
CN(C)c1nc(Oc2ccc(OCCOc3ccccc3)nn2)nc(N(C)C)n1	2%	-1	-3%	2%	-5	1%	-11%	8%	-2.7%
O=c1c2ccccc2n(Cc2ccccc2Cl)c(=O)n1CCc1ccccc1	1%	-1	-1%	4%	-5	-1%	-26%	0%	4.2%
N#Cc1c[nH]n2c(NC3CCCC3)c(-c3ccc(Br)cc3)nc12	-7%	-1	1%	-12%	-3	0%	-5%	6%	0.2%
COc1ccc(CCNC(=O)c2ccc3c(c2)NC(=O)C(N2CCOCC2)S3)cc1OC (centres undefined)	-8%	1	-5%	nt	-3	1%	-1%	2%	-3.8%
Cc1cccc(NC(=O)C2CCCN2C(=O)Oc2ccccc2)c1 (centres undefined)	9%	0	-1%	-2%	4	-6%	-23%	0%	-1.2%

Filtered by structure: the compounds so far containing a COOH group (4)
SMILES	TrxR1 substrate	PI4K2A block	Glioma ERSR ind	Vif-A3F inh	LDHA inh	Vif-APOBEC3G blk	USP1 inh	IDH1 R132H inh	RXFP1 agonist
O=C(Nc1ccccc1C(=O)O)c1cccc(C(=O)Nc2ccccc2C(=O)O)c1	-11%	-14	-4%	-1%	-15	-1%	?	23%	-0.2%
COc1ccc([C@@H]2CC=C(C(=O)O)[C@H](c3cccc(Cl)c3)N2S(=O)(=O)c2ccc(Cl)cc2)cc1	-4%	-4	-5%	1%	-3	-25%	-28%	-8%	0.5%
CSc1ccccc1Sc1cc(C(=O)O)c2ccccc2n1	-3%	-4	-1%	5%	-9	-6%	-20%	-1%	12%
Cc1nc(SCC(=O)O)c(C#N)c(C)c1CC(=O)c1ccccc1	-3%[57.1 µM]	-1	-5%	0%	-10	1%	-19%	-5%	-3.5%

Retrieved one by one from above (4):
SMILES	TrxR1 substrate	PI4K2A block	Glioma ERSR ind	Vif-A3F inh	LDHA inh	Vif-APOBEC3G blk	USP1 inh	IDH1 R132H inh	RXFP1 agonist
N#Cc1c[nH]n2c(NC3CCCC3)c(-c3ccc(Br)cc3)nc12	-7%	-1	1%	-12%	-3	0%	-5%	6%	0.2%
COc1ccc(CCNC(=O)c2ccc3c(c2)NC(=O)C(N2CCOCC2)S3)cc1OC (centres undefined)	-8%	1	-5%	nt	-3	1%	-1%	2%	-3.8%
Cc1cccc(NC(=O)C2CCCN2C(=O)Oc2ccccc2)c1 (centres undefined)	9%	0	-1%	-2%	4	-6%	-23%	0%	-1.2%
O=c1c2ccccc2n(Cc2ccccc2Cl)c(=O)n1CCc1ccccc1	1%	-1	-1%	4%	-5	-1%	-26%	0%	4.2%

This is a subset; rates above refer to the full screens.
